Source: PubChem (several laboratories)
phage Ecoli inh: E. coli growth loss with phage present; AID 651602; inhibition, % at 11.9 µM; growth absorbance; 360,000 tested, 0.26% active; in the data active = inhibition above about 11%
Mot1-301 SUMO: SUMOylation pathway inhibition by Mot1-301 growth rescue; S. cerevisiae Mot1-301 growth rescue, ATP luminescence, 38.5C; percent above DMSO median, 100 means doubled; growth rescue, % at 18.8 µM; 320,000 tested, 1% active; AID 2716;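 active = every valid replicate shows activation above 250% relative to neutral control wells; inactive = the rest, any valid replicate at or below 250%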;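 note: OY570 slx delta 5 strain wells were the positive control but not used for scaling; some compounds called inactive have numbers as strong as hits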
DSG3 Ab inh: human desmoglein-3 autoantibody binding inhibition; DSG3-coupled beads, scFv-anti-DSG3-GFP binding, flow cytometry; active compounds read low; binding (percent of control), % at 10 µM; 310,000 tested, 0.48% active; AID 588358;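 active = binding more than 3 SD below its plate's average and above zero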;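 note: hits lower antibody fragment binding to DSG3; some compounds called inactive have numbers as strong as hits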
E coli growth: counter-screen for AddAB inhibitors: E. coli growth inhibition; E. coli V3065 growth, OD600 absorbance, 18 h; AID 449728; 330,000 tested, 0.27% active; inhibition, % at 11.9 µM;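 active = inhibition above the campaign's mean inhibition across all tested compounds plus 3 SD, cut at about 9.9% in these data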;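 note: uninfected addAB+ strain grown without phage in ampicillin broth; 0% = DMSO wells and 100% = ciprofloxacin 0.95 µg/ml wells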
AddAB inh: less growth of phage-infected E. coli with AddAB; E. coli expressing H. pylori AddAB, absorbance growth; inhibition, % at 11.9 µM; 330,000 tested, 0.29% active; AID 435030; in the data active = inhibition above about 12%;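 note: 0% = vehicle wells of infected cells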
MOR-DOR inv ag: mu-delta opioid heterodimer inverse agonism; P35372+P41143; cell-based MOR-DOR heterodimer luminescence; inhibition, % at 9.3 µM; 340,000 tested, 0.21% active; AID 504357; in the data active = inhibition above about 22%, passing the limit was not always enough;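 note: 0% = cells with DMSO and 100% = wells without cells with DMSO; values of inactives mirror those of a sister screen read the other way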
Target sequence (P35372 whole entry, looked up): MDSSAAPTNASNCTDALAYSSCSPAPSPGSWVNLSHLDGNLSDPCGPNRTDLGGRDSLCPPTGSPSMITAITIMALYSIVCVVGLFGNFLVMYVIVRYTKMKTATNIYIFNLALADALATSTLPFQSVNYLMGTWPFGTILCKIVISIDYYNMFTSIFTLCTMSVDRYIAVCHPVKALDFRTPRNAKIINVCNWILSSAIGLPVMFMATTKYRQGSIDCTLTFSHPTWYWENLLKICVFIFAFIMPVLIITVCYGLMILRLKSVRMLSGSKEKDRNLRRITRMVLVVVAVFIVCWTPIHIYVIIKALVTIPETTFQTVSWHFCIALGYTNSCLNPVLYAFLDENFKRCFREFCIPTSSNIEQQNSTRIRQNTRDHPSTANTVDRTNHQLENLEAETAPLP
Target sequence (P41143 whole entry, looked up): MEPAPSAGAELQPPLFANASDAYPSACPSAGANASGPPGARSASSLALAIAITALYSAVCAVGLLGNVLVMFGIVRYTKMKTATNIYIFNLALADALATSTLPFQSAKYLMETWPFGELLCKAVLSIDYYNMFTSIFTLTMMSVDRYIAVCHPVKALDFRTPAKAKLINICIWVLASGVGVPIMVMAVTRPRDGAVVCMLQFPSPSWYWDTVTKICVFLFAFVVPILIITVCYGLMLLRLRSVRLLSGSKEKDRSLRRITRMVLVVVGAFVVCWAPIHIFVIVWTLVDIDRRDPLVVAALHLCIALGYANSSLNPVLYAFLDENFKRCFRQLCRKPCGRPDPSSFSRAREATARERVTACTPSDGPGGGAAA
OPRM1-OPRD1 ag: agonists of human mu-delta opioid receptor heterodimerization; P35372+P41143; activation, % at 9.3 µM; AID 504326; 340,000 tested, 0.3% active; cells, OPRM1-OPRD1 heterodimerization, luminescence; in the data active = activation above about 18%;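 note: 0% = vehicle-treated cells and 100% = reference agonist; values of inactives mirror those of a sister screen read the other way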
Tat export inh: inhibitors of E. coli Tat protein transport. E. coli MC4100 TorA-mCherry Tat export, fluorescence. 340,000 tested, 0.036% active. inhibition, % at 10 µM. AID 488895;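 active = mean replicate inhibition at least 50% and at least half of replicates individually reaching 50%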;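 note: exported cargo escapes ClpAP degradation while cytoplasmic cargo is degraded and loses fluorescence; 0% = median of neutral control wells and 100% = median of NaSCN control wells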
Arrestin-AP2 inh: blocks beta-arrestin peptide binding to AP2 adaptin; FITC-arrestin peptide / GST-AP2 beads, flow cytometry; AP2 beta2 appendage carries R879A mutation; 340,000 tested, 0.31% active; inhibition, % at 10 µM; AID 504490;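 active = inhibition above a set limit, near 3 SD of compounds lacking own fluorescence, cut at about 54% in these data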;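 note: plate controls were DMSO wells for no effect and 5 µM unlabelled arrestin peptide for full effect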
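System: GST-AP2 R879A glutathione beads; medium: PBS, Tween 20 0.05%, BSA 0.1%; reagent: fluorescein-tagged arrestin peptide at 50 nM final; schedule: pre-incubation 12 min, peptide binding 1 h, room temperature; detection: flow cytometry, FL1 (488/535 nm); read-out: inhibition as reduced fluorescein signal on beads, percent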
PKA-R1A act: activates the PKA-R1A holoenzyme complex; activation, % at 11.4 µM; PKA-R1A dissociation, Cy5-IP20 fluorescence polarization; scaled: DMSO 0%, 113 µM cGMP 100%; 340,000 tested, 0.083% active; P00514+P68181;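 active = percent activation above the mean of all tested compounds plus 3 SD, cut at about 19% in these data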;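 note: higher means more PKAc released from R1A so a rise in polarization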
PfHsp90 yeast 2: growth inhibition of yeast expressing Plasmodium Hsp90 | inhibition, % at 9.4 µM | S. cerevisiae expressing PfHsp90, BacTiter-Glo ATP, 48 h; yeast lacking PDR1 and PDR3 efflux regulators | AID 504621 | 310,000 tested, 0.32% active;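 active = every replicate shows inhibition above about 80%, whatever the replicate mean, limit read from the data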;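 note: 0% = DMSO neutral controls and 100% = 20 µM radicicol positive controls; yeast relying on Plasmodium falciparum Hsp90 in place of its own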
* = called active by the depositor; x = not tested or not shown. Compounds were not picked by outcome; overall some 2.8% were active at least once.

SMILES | phage Ecoli inh | Mot1-301 SUMO | DSG3 Ab inh | E coli growth | AddAB inh | MOR-DOR inv ag | OPRM1-OPRD1 ag | Tat export inh | Arrestin-AP2 inh | PKA-R1A act | PfHsp90 yeast 2
CCOC(=O)/C(C#N)=C/c1ccc(-c2ccsc2C(=O)OC)o1 | 0.9 | 165 | x | -3.6 | 2.0 | 14 | -2.7 | -1 | 7 | -10 | -26
CCOC(=O)c1cc2c(=O)n3ccccc3nc2n(Cc2ccccc2)c1=N | 2.6 | 348 | 102 | -2.2 | 0.0 | -7 | 1.2 | -11 | -5 | -4 | 12
CN(Cc1ccon1)Cc1cn[nH]c1-c1ccc(-c2ccccc2)cc1 | 2.5 | 14 | 105 | -0.5 | 0.5 | -3 | 0.5 | -2 | 10 | -1 | 15
CCOC(=O)C1CCN(c2c(NCCC(C)C)c(=O)c2=O)CC1 | -1.0 | -7 | 88 | -2.7 | 1.4 | 11 | -2.2 | -3 | -6 | -6 | 6
Cc1csc2ncc(C(=O)N3CCc4ccccc43)c(=O)n12 | 2.0 | 13 | 103 | -1.1 | -1.1 | 1 | -0.1 | 18 | 7 | -2 | -8
O=C(CSc1nnc(-c2csc3c2CCCC3)o1)Nc1ccccc1 | 1.6 | -10 | 102 | 2.5 | 0.6 | -13 | 2.1 | 1 | -9 | -5 | -10
CC1CCCCC1NC(=O)c1nnc(Cc2ccc(Cl)cc2)o1 (centres undefined) | 2.4 | 92 | 109 | -1.0 | 1.9 | -15 | 2.9 | 3 | 3 | -8 | -63
COc1cc(OC)cc(C(=O)Nc2nc(CC(=O)NCc3ccccc3OC)cs2)c1 | 4.6 | -22 | 104 | 0.3 | 2.1 | 8 | -1.6 | 5 | -10 | 3 | x
CCn1c2ccccc2c2cc(NC(=O)Cc3ccc(S(=O)(=O)N4CCOCC4)s3)ccc21 | -1.3 | -6 | 96 | -0.6 | 0.3 | -8 | 1.5 | 3 | 13 | 5 | -38
CCOC(=O)CSc1ccc(S(=O)(=O)N2CCC(C)CC2)cc1[N+](=O)[O-] | 2.1 | 158 | 124 | 0.9 | 2.6 | 1 | -0.3 | -3 | 6 | 5 | 8
CN1CCN(C(=O)c2ccc(CS(=O)Cc3ccc(Cl)cc3)o2)CC1 (centres undefined) | 0.9 | 13 | 102 | -2.1 | -0.4 | 19 | -3.8 | 2 | 4 | -10 | -5
Cc1ccccc1OCC(O)CN1C(=O)c2ccccc2C1=O (centres undefined) | 1.2 | -8 | 91 | -0.9 | -0.8 | -1 | 0.2 | -12 | 5 | -8 | -16
O=C(NCCCN1CCCC1)c1ccc2c(c1)N(Cc1ccccc1F)C(=O)c1ccccc1S2=O (centres undefined) | -1.3 | -14 | 106 | 0.5 | 1.7 | 17 | -3.4 | -4 | -9 | -8 | 0
COc1cccc(C2C(C(=O)c3ccc(C)o3)=C(O)C(=O)N2c2cc(C)on2)c1 (centres undefined) | 1.3 | -2 | 101 | -2.8 | -0.3 | 14 | -2.8 | -4 | -5 | -10 | -5
COc1c(OC(C)=O)ccc(/C=C/c2ccc3cccc(OCc4ccccc4)c3n2)c1[N+](=O)[O-] | 2.4 | 30 | 77 | -1.6 | 2.7 | -5 | 1.0 | -9 | 7 | -8 | -3
COC(=O)/C=C1/SC(=Nc2ccc(Cl)c(Cl)c2)NC1=O | 1.4 | 7 | 106 | 0.2 | -2.1 | x | x | x | 28 | x | x
O=C(C[n+]1cc(-c2ccc(Cl)c(Cl)c2)n2c1CCC2)c1cccs1 | 2.5 | 197 | 116 | -3.1 | 1.8 | 17 | -3.2 | -3 | 32 | -1 | -3
O=[N+]([O-])c1ccc(-c2nnc(-c3ccccc3)c(N3CCOCC3)n2)cc1 | 0.1 | -10 | 108 | 0.2 | 1.6 | 11 | -1.9 | 5 | -7 | 0 | x
C=C1CN(CC(=O)OC)S(=O)(=O)c2ccccc21 | 3.0 | 6 | 99 | 4.8 | 2.6 | 0 | 0.1 | -2 | 10 | -8 | -1
CCOC(=O)c1nc2sc3c(c2c(=O)[nH]1)CCC(C)C3 (centres undefined) | 0.8 | 402 | 93 | 2.3 | 1.1 | 8 | -1.4 | -3 | -3 | -1 | -12
COCCn1c(-c2ccccc2)nc2ccccc21 | 2.8 | x | 82 | 0.3 | -2.7 | 1 | -0.2 | -5 | -4 | -7 | 6
O=C(O)c1cc2n(n1)C(C(F)(F)F)CC(c1ccccc1)N2 (centres undefined) | 1.0 | 2 | 108 | 0.5 | 2.5 | 16 | -2.8 | 6 | 6 | 0 | 5
CCOC(=O)[C@@H]1[C@H]2COc3ccc(Br)cc3[C@@H]2N2C(=O)N(c3ccc(C(F)(F)F)cc3)C(=O)[C@@]12C | 3.4 | -5 | 98 | 3.7 | 3.4 | -9 | 1.7 | 5 | 22 | -8 | 2
CCN(CC)c1ccc2c(cc1=O)[C@@H](NC)CCc1cc(OC)c(OC)c(OC)c1-2 | 0.2 | 122 | x | 2.4 | 2.5 | -5 | 1.1 | -2 | 14 | 7 | 2
Cc1[nH][nH]c(=O)c1C(c1ccc(-c2ccc(Cl)c(Cl)c2)o1)c1c(C)[nH][nH]c1=O | 2.5 | -9 | 101 | -0.9 | 0.9 | 20 | -3.6 | -3 | 19 | -2 | 0

10 consecutive entries out of the list so far:
SMILES | phage Ecoli inh | Mot1-301 SUMO | DSG3 Ab inh | E coli growth | AddAB inh | MOR-DOR inv ag | OPRM1-OPRD1 ag | Tat export inh | Arrestin-AP2 inh | PKA-R1A act | PfHsp90 yeast 2
COC(=O)/C=C1/SC(=Nc2ccc(Cl)c(Cl)c2)NC1=O | 1.4 | 7 | 106 | 0.2 | -2.1 | x | x | x | 28 | x | x
O=C(C[n+]1cc(-c2ccc(Cl)c(Cl)c2)n2c1CCC2)c1cccs1 | 2.5 | 197 | 116 | -3.1 | 1.8 | 17 | -3.2 | -3 | 32 | -1 | -3
O=[N+]([O-])c1ccc(-c2nnc(-c3ccccc3)c(N3CCOCC3)n2)cc1 | 0.1 | -10 | 108 | 0.2 | 1.6 | 11 | -1.9 | 5 | -7 | 0 | x
C=C1CN(CC(=O)OC)S(=O)(=O)c2ccccc21 | 3.0 | 6 | 99 | 4.8 | 2.6 | 0 | 0.1 | -2 | 10 | -8 | -1
CCOC(=O)c1nc2sc3c(c2c(=O)[nH]1)CCC(C)C3 (centres undefined) | 0.8 | 402 | 93 | 2.3 | 1.1 | 8 | -1.4 | -3 | -3 | -1 | -12
COCCn1c(-c2ccccc2)nc2ccccc21 | 2.8 | x | 82 | 0.3 | -2.7 | 1 | -0.2 | -5 | -4 | -7 | 6
O=C(O)c1cc2n(n1)C(C(F)(F)F)CC(c1ccccc1)N2 (centres undefined) | 1.0 | 2 | 108 | 0.5 | 2.5 | 16 | -2.8 | 6 | 6 | 0 | 5
CCOC(=O)[C@@H]1[C@H]2COc3ccc(Br)cc3[C@@H]2N2C(=O)N(c3ccc(C(F)(F)F)cc3)C(=O)[C@@]12C | 3.4 | -5 | 98 | 3.7 | 3.4 | -9 | 1.7 | 5 | 22 | -8 | 2
CCN(CC)c1ccc2c(cc1=O)[C@@H](NC)CCc1cc(OC)c(OC)c(OC)c1-2 | 0.2 | 122 | x | 2.4 | 2.5 | -5 | 1.1 | -2 | 14 | 7 | 2
Cc1[nH][nH]c(=O)c1C(c1ccc(-c2ccc(Cl)c(Cl)c2)o1)c1c(C)[nH][nH]c1=O | 2.5 | -9 | 101 | -0.9 | 0.9 | 20 | -3.6 | -3 | 19 | -2 | 0

Continuation.
SMILES | phage Ecoli inh | Mot1-301 SUMO | DSG3 Ab inh | E coli growth | AddAB inh | MOR-DOR inv ag | OPRM1-OPRD1 ag | Tat export inh | Arrestin-AP2 inh | PKA-R1A act | PfHsp90 yeast 2
O=C(NN1CCOCC1)c1ccc([N+](=O)[O-])cc1 | 3.0 | 6 | 104 | x | x | 16 | -3.4 | 0 | -15 | -13 | -18
Cc1ccccc1-n1c(SCC(=O)c2c(N)n(C)c(=O)n(C)c2=O)nnc1-c1cccnc1 | 6.0 | 10 | 85 | -3.0 | -0.8 | 22 | -4.4 | -5 | 4 | 3 | -4
Cc1cc(C)c(C(=O)COC(=O)c2ccc(NC(=O)CC#N)cc2)cc1C | 0.3 | 5 | 101 | -5.8 | -2.4 | -17 | 3.1 | 5 | -4 | -7 | -10
CC1Cc2ccccc2N1C(=O)CSCC(=O)O (centres undefined) | 3.8 | 7 | 97 | 0.3 | 2.7 | 10 | -2.2 | -7 | 10 | 7 | -24
O=C(C1CCCN(Cc2nc(-c3ccc(Cl)cc3)no2)C1)N1CCOCC1 (centres undefined) | 4.2 | 0 | 103 | 0.2 | -0.2 | 0 | -0.1 | 2 | 5 | 3 | 24
COc1ccc(OC)c2c(C)cc(N3CCCN(C)CC3)nc12 | 3.7 | 8 | 97 | -0.2 | 1.1 | -3 | 0.6 | -3 | 0 | -1 | x
COC(=O)Nc1nc2ccc(Br)cc2s1 | 3.3 | 7 | 93 | -4.2 | 0.8 | -1 | 0.1 | -13 | -15 | -11 | -6
Cc1c([N+](=O)[O-])cc(C(=O)Nc2ccc3ncccc3c2)cc1[N+](=O)[O-] | 3.4 | -10 | 127 | -0.2 | 3.5 | -40 | 7.9 | 0 | 0 | 14 | 2
COc1ccc(-n2c(Cc3cccn3C)nnc2SCC(=O)N2CCOCC2)cc1 | 0.3 | 86 | 106 | 1.0 | 1.6 | 14 | -2.7 | 2 | 26 | 5 | 2
Cc1ccccc1NC(=O)Cn1nc(C)c2ccccc2c1=O | 2.1 | 11 | 115 | 1.1 | 3.2 | 17 | -3.5 | -1 | -6 | -1 | -1
CCOC(=O)C1(CCOc2ccccc2)CCN(Cc2cccs2)CC1 | -0.2 | 24 | 111 | -0.9 | 0.3 | -35 | 7.4 | 5 | 12 | -6 | x
CCOc1ccc(NC(=O)CN(C)C(=O)Cn2c(=O)oc3ccccc32)cc1OCC | 1.6 | -12 | 104 | 1.7 | -0.2 | 5 | -0.8 | -7 | -7 | 1 | -6
O=C(OCc1cc2ccccc2[nH]c1=O)c1ccccn1 | 1.9 | 1 | x | -0.8 | 3.9 | 13 | -3.1 | 1 | -2 | -17 | -12
CC(=O)N1CCN(c2ccc(NCc3ccc(F)cc3)cc2)CC1 | 1.8 | -10 | 105 | 1.2 | 3.8 | -7 | 1.3 | -4 | 1 | -5 | 21
